Source: PubChem
Bim-Bcl-XL: human Bim-Bcl-XL interaction inhibition; Bim peptide-Bcl-XL binding, bead flow cytometry, fluorescence; inhibition, % at 10 µM; Q07817; AID 1007; 190,000 tested, 0.04% active
Target sequence (Q07817 whole entry, looked up): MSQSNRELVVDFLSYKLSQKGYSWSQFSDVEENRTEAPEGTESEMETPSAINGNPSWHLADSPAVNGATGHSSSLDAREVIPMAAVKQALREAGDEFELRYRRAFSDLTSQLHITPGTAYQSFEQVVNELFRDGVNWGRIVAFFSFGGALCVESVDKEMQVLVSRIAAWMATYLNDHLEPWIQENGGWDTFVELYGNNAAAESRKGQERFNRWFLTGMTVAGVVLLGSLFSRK
Rab2 wt GTP: changes GTP binding to wildtype dog Rab2A, up or down | P61105 | GST-Rab2 wt beads, Bodipy-GTP binding, flow cytometry | 190,000 tested, 0.19% active | GTP binding activity, % at 10 µM;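 active = GTP binding activity at least 20 points away from 100%, either lowered or raised; inconclusive = signal likely due to the compound's own green fluorescence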;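 note: 0% = beads with excess unlabeled GTP and 100% = no-compound control corrected for plate trend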
Rac1 act GTP bind: alters GTP binding to activated mutant human Rac1; P63000; GST-Rac1 activated beads, fluorescent GTP binding, flow cytometry; actives lie on both sides; 100% means binding = to untreated wells; percent activity (GTP binding), % at 10 µM; 190,000 tested, 0.11% active; AID 764;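 active = GTP binding at least 20 percentage points away from the 100% baseline, in either direction, so actives lie on both sides; inconclusive = Compound likely fluorescent itself, or too few beads counted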
Bcl-W Bim block: human Bim-Bcl-W interaction inhibition | Q92843 | inhibition, % at 10 µM | bead-based flow cytometry, Bim peptide-Bcl-W binding | AID 952 | 190,000 tested, 0.02% active;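 note: 0% = bound tracer without compound and 100% = peptide blocker; higher means less fluorescent Bim peptide bound to Bcl-W beads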
Cdc42 wt: changes GTP binding to wildtype human Cdc42 | P60953 | GST-Cdc42 beads, Bodipy-GTP binding, flow cytometry; actives lie on both sides | percent activity (GTP binding), % at 10 µM | 190,000 tested, 0.2% active;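 active = percent activity GTP binding at least 20 points away from the 100% baseline, either down as inhibitor or up as activator; inconclusive = compound flagged as likely green fluorescent from well-wide comparison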;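 note: median bead fluorescence of bound Bodipy-FL-GTP at 100 nM; 0% = excess unlabeled GTP control and 100% = no compound control; below 100% means less GTP binding so inhibitor and above means activator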
Target sequence (P60953 whole entry, looked up): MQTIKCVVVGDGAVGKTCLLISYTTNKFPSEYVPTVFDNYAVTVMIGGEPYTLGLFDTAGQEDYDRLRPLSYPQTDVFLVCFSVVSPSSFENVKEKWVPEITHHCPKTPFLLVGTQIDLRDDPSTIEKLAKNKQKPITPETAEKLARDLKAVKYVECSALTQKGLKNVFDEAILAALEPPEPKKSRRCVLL
HRas wt GTP bind: modulators of GTP binding to human HRas wildtype; 190,000 tested, 0.14% active; AID 759; GTP binding activity, % at 10 µM; GST-Ras wt beads, Bodipy-FL-GTP binding, flow cytometry; actives lie on both sides; P01112;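 active = GTP binding activity at least 20% away from the 100% baseline, either lowered as inhibitor or raised as activator; inconclusive = flagged as likely green fluorescent, judged across all proteins in the well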;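 note: 0% = unlabeled GTP competition control and 100% = no-compound control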
Target sequence (P01112 whole entry, looked up): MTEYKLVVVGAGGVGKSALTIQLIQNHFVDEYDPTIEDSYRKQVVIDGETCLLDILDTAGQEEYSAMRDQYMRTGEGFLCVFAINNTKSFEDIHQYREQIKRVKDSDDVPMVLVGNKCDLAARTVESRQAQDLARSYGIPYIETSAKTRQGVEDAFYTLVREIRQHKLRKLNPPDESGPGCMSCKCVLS
Rac1 wt modul: alters GTP binding to wildtype human Rac1 | 190,000 tested, 0.27% active | GTP binding activity (% of control), % at 10 µM | P63000 | GST-Rac1 beads, fluorescent GTP binding, flow cytometry; actives lie on both sides; 0 = cold GTP competed, 100 = untreated;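 active = GTP binding activity at least 20 points away from the 100% control level, either lower or higher; inconclusive = compound flagged as likely green fluorescent, judged across all proteins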
Bcl-B Bim block: inhibitors of Bim-Bcl-B interaction, human; bead-based flow cytometry, Bim peptide-Bcl-B binding; inhibition, % at 10 µM; 190,000 tested, 0.073% active; AID 951;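 note: 0% = tracer peptide without compound and 100% = reference inhibitor peptide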
Bim-Bcl-2: human Bim-Bcl-2 interaction inhibition; 190,000 tested, 0.06% active; inhibition, % at 10 µM; P10415; Bead-based flow cytometry, Bim peptide-Bcl-2 binding; AID 950; in the data active = inhibition above about 40%; inconclusive = no clear call, values can overlap the other calls;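 note: 0% = no compound wells with probe peptide and 100% = reference peptide inhibitor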
Target sequence (P10415 whole entry, looked up): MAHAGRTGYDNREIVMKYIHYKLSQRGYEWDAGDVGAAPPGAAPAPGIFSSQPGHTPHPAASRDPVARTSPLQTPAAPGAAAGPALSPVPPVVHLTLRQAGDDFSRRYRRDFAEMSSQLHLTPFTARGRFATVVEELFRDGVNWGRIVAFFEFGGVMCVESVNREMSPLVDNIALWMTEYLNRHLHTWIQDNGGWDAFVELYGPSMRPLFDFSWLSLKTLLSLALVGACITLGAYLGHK
Bfl-1 Bim block: inhibitors of Bim-Bfl-1 interaction, human; Q16548; Bead-based flow cytometry, Bim-Bfl-1 binding inhibition; AID 1008; inhibition, % at 10 µM; 190,000 tested, 0.12% active;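 note: 0% = wells without compound plus tracer and 100% = blocker peptide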
Rab7 wt modul: alters GTP binding to wildtype dog Rab7; GST-Rab7 beads, fluorescent GTP binding, flow cytometry; actives lie on both sides; untreated = 100%, excess cold GTP = 0%; GTP binding activity (percent of control), % at 10 µM; 190,000 tested, 0.055% active;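 active = fluorescent GTP binding to Rab7 beads changed by at least 20 points from the 100% baseline, either direction, mostly lower; inconclusive = compound itself probably fluorescent, or too few beads counted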;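 note: median green fluorescence of bound Bodipy-FL-GTP per Rab7 bead population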
Numbers without * were called inactive; ? = inconclusive. Cut-off read from the data, not from the text of the source, unless noted: active = inhibition above about 40%.

SMILES	Bim-Bcl-XL	Rab2 wt GTP	Rac1 act GTP bind	Bcl-W Bim block	Cdc42 wt	HRas wt GTP bind	Rac1 wt modul	Bcl-B Bim block	Bim-Bcl-2	Bfl-1 Bim block	Rab7 wt modul
Cc1cc(OCC(=O)Nc2ccc(S(=O)(=O)N3CCN(C)CC3)cc2)ccc1Cl	-5	97	96	-4	93	95	95	0	-7	4	96
CC(C)C1N=C2c3ccccc3N=C(SCC(=O)NCCc3ccc(S(N)(=O)=O)cc3)N2C1=O (stereo not given)	-3	98	97	-3	97	98	98	-5	0	0	98
O=C(c1cc2ccccn2n1)N1CCN(Cc2ccccc2)CC1	-2	102	100	1	104	101	107	-3	-6	-12	102
CC(=O)Nc1nnc(SCC(=O)NC(C)(C)C)s1	-3	103	99	-3	105	101	106	-2	2	0	97
COc1ccc(NC(=S)N(Cc2cccnc2)Cc2cc3cc(OC)c(OC)cc3[nH]c2=O)cc1	0	94	96	1	93	96	101	-10	-5	-1	95
COC(=O)c1nc(N)sc1-c1ccc(Cl)cc1	-2	96	95	0	97	97	96	-8	-5	-8	99
O=C(Nc1cccnc1)c1ccc(COc2cc(Cl)ccc2Cl)o1	0	100	99	-3	104	101	103	-1	0	0	98
Cc1ccccc1NC(=O)Cc1nc(-c2ccc3ccccc3c2)cs1	-4	100	100	-4	99	100	104	-10	-2	0	97
Oc1ccc(/C=N/N(Cc2ccccc2)c2ccccc2)c(O)c1O	0	99	95	2	101	98	101	0	2	10	101
O=C(NC12CC3CC(CC(C3)C1)C2)c1ccccc1O	-2	96	97	0	99	99	97	-1	-5	-1	98
O=C(C[n+]1ccc(C(=O)N/N=C/c2ccc(Br)cc2)cc1)c1ccccc1	0	101	104	3	107	103	109	0	2	3	103
O=c1nc(N2CCCCC2)nc(Nc2ccccc2)[nH]1	-4	100	96	-3	98	96	100	0	-13	-4	99
COc1ccc(N2CC(O)(c3ccc(C)cc3)[N+]3=C2CCCC3)cc1 (stereo not given)	-1	99	95	-1	102	97	101	0	-1	0	95
Nc1nnc(SCC(=O)Nc2cc(S(=O)(=O)N3CCOCC3)ccc2Cl)s1	0	97	96	1	93	97	94	3	1	4	94
O=C(O)c1cc2nc(-c3cccs3)cc(C(F)(F)F)n2n1	0	89	90	0	88	90	85	-5	0	-2	99
CC(C)C(NC(=O)C12CC3CC(CC(C3)C1)C2)C(=O)O (stereo not given)	3	98	94	0	98	101	99	-1	-7	0	102
CC(NC(=O)c1ccc(F)cc1)C(=O)NC1=NCCS1 (stereo not given)	-2	97	95	-1	95	97	98	-3	1	2	100
COc1ccc(C(=O)NC2CCN(S(=O)(=O)Cc3ccccc3)CC2)c(OC)c1	9	97	94	2	104	99	102	-4	-1	-12	102
Cc1cc(C)n(-c2ccc(F)cc2)c(=O)c1C#N	-6	99	97	-7	96	99	100	-7	-4	-8	104
O=C(CSc1nc2ccccc2nc1SCC(=O)N1CCCCC1)N1CCCCC1	5	97	95	4	97	96	103	1	6	9	99
COc1nc(-c2ccccc2)ccc1-c1noc(-c2ccco2)n1	0	100	98	1	102	103	99	0	4	0	101
O=C1N/C(=C\c2ccc(N3CCOCC3)c(F)c2)C(=O)N1Cc1ccccc1	0	101	103	2	108	104	111	1	0	0	104
Cc1ccc(NC(=O)CSCc2ccc(F)cc2)cc1	-6	99	100	-6	101	103	105	-7	-5	-3	100
Cc1ccc(NC(=O)C2CC(Cl)=CCC2C(=O)O)c([N+](=O)[O-])c1 (stereo not given)	1	93	96	8	95	93	97	0	1	-2	95
Cc1cccc(C)c1NC(=O)C(c1ccccc1)N1CCC1=O (stereo not given)	1	100	98	3	99	99	99	0	-4	3	102
CCOC(=O)c1c(NC(=O)CN2CCCCC2)sc(CN(C)C)c1-c1ccccc1	-2	98	98	0	96	96	99	-4	-3	-6	103
COc1ccccc1C(=O)Nc1ccc(-c2nnn(CC(=O)N3CCOCC3)n2)cc1	-1	100	97	0	97	99	105	-2	1	-3	101
CNS(=O)(=O)c1cc(C(=O)O)ccc1OC	0	95	94	0	95	95	97	-5	0	-4	101
COc1ccc(COC(=O)NC2CCN(S(=O)(=O)c3ccc(OC)cc3)CC2)cc1	0	98	97	-1	101	100	99	0	3	-1	98
Nc1nnc(-c2ccccc2F)s1	-2	104	98	-4	98	101	103	-2	1	-2	106
Cc1ccc(CNC(=O)CN2CCN(Cc3ccc(C)cc3)C2=O)cc1	-18	98	101	5	103	101	105	-5	-6	-10	96
Cc1onc(C(=O)NCc2ccc(F)cc2)c1[N+](=O)[O-]	0	96	98	0	97	98	100	2	-3	1	100
COc1ccc(-c2nnn(CC(=O)N3CCN(c4ccccc4OC)CC3)n2)cc1	-3	96	93	-2	96	98	99	-5	-2	-1	91
O=C(NCc1ccccc1)c1ccc(N2C(=O)C3CCCCC3C2=O)cc1 (stereo not given)	1	98	101	2	108	98	110	4	7	8	101
O=C1C2C3C=CC(C3)C2C(=O)N1/N=C/c1cn(Cc2ccccc2)c2ccccc12 (stereo not given)	-7	101	103	-5	103	105	106	-7	-2	-5	99
COc1cc(OC)c(C(=O)OCC(=O)N(Cc2ccccc2)C(C)(C)C)cc1OC	-5	95	93	-2	95	97	96	-3	-1	4	97
Cc1ccc(NC(=O)CSc2nnc(-c3ccncc3)o2)cc1	0	?	?	-1	?	?	?	1	1	-3	?
COc1cccc2c(=O)c(SC(F)(F)C(F)C(F)(F)F)c(C)[nH]c12 (stereo not given)	1	99	96	2	98	99	98	1	-1	1	97
Cc1ccc(-c2cc(N)n(-c3ccc(F)cc3)n2)cc1	0	94	92	-2	95	93	92	-1	-4	-1	92
O=C(Nc1nc2ccccc2n1CCN1CCCC1)c1ccc(Cl)cc1	-9	98	100	-4	102	99	103	-5	-6	-7	104

5 structures from above, sorted by heavy-atom count, largest number first:
SMILES	Bim-Bcl-XL	Rab2 wt GTP	Rac1 act GTP bind	Bcl-W Bim block	Cdc42 wt	HRas wt GTP bind	Rac1 wt modul	Bcl-B Bim block	Bim-Bcl-2	Bfl-1 Bim block	Rab7 wt modul
COc1ccccc1C(=O)Nc1ccc(-c2nnn(CC(=O)N3CCOCC3)n2)cc1	-1	100	97	0	97	99	105	-2	1	-3	101
O=C(CSc1nc2ccccc2nc1SCC(=O)N1CCCCC1)N1CCCCC1	5	97	95	4	97	96	103	1	6	9	99
O=C(C[n+]1ccc(C(=O)N/N=C/c2ccc(Br)cc2)cc1)c1ccccc1	0	101	104	3	107	103	109	0	2	3	103
O=C(Nc1nc2ccccc2n1CCN1CCCC1)c1ccc(Cl)cc1	-9	98	100	-4	102	99	103	-5	-6	-7	104
COc1cccc2c(=O)c(SC(F)(F)C(F)C(F)(F)F)c(C)[nH]c12 (stereo not given)	1	99	96	2	98	99	98	1	-1	1	97

(further entries)
SMILES	Bim-Bcl-XL	Rab2 wt GTP	Rac1 act GTP bind	Bcl-W Bim block	Cdc42 wt	HRas wt GTP bind	Rac1 wt modul	Bcl-B Bim block	Bim-Bcl-2	Bfl-1 Bim block	Rab7 wt modul
CCOC(=O)C1CCN(c2nc3ccccc3n2CC(=O)c2ccccc2)CC1	-3	99	95	-3	98	98	99	-5	-1	-7	104
COc1ccc2[nH]c(=O)c(CN(CCc3ccccc3)Cc3nnnn3CC3CCCO3)cc2c1 (stereo not given)	-1	100	100	0	100	101	102	0	-1	-1	103
COc1ccc(C(=O)c2sc(Nc3cccc(OC)c3)c(C(=O)Nc3cccc(C)c3C)c2N)cc1	-6	96	101	0	103	98	103	-9	-4	-12	94
CCC(=O)NNc1ncnc2c1cnn2-c1ccccc1	-2	98	98	-3	99	102	102	-2	-4	-4	104
Cc1nc([N+](=O)[O-])c(C(=O)OCc2ccc(C#N)cc2)n1C	-11	94	94	-9	97	94	95	0	-2	-2	95
COc1cccc(N/C(N)=N/c2nc(CSc3ccccn3)cc(=O)[nH]2)c1	-8	102	101	-7	99	101	102	-5	-4	-6	99
CC(OC(=O)c1cn(-c2ccccc2)nc1-c1cccnc1)C(N)=O (stereo not given)	-3	94	96	0	97	97	100	-7	2	-2	96
CCOC(=O)N1CCN(C(=O)C2CCN(S(C)(=O)=O)CC2)CC1	-8	102	98	0	103	100	103	-9	-12	-17	97
CCN(CC)S(=O)(=O)c1ccc2c(c1)c(=O)c(C(=O)NCc1ccco1)cn2C	0	92	91	0	95	92	95	-5	1	0	95
CC(C)OCCCNC(=S)Nc1ccc2nc3n(c(=O)c2c1)CCCCC3	-1	100	97	-2	100	98	99	-1	-3	-4	104

Single records, as listed above.
CCC(=O)NNc1ncnc2c1cnn2-c1ccccc1 is entered as Bim-Bcl-XL: -2; Rab2 wt GTP: 98; Rac1 act GTP bind: 98; Bcl-W Bim block: -3; Cdc42 wt: 99; HRas wt GTP bind: 102; Rac1 wt modul: 102; Bcl-B Bim block: -2; Bim-Bcl-2: -4; Bfl-1 Bim block: -4; Rab7 wt modul: 104
COc1cccc(N/C(N)=N/c2nc(CSc3ccccn3)cc(=O)[nH]2)c1 is entered as Bim-Bcl-XL: -8; Rab2 wt GTP: 102; Rac1 act GTP bind: 101; Bcl-W Bim block: -7; Cdc42 wt: 99; HRas wt GTP bind: 101; Rac1 wt modul: 102; Bcl-B Bim block: -5; Bim-Bcl-2: -4; Bfl-1 Bim block: -6; Rab7 wt modul: 99
Cc1onc(C(=O)NCc2ccc(F)cc2)c1[N+](=O)[O-] is entered as Bim-Bcl-XL: 0; Rab2 wt GTP: 96; Rac1 act GTP bind: 98; Bcl-W Bim block: 0; Cdc42 wt: 97; HRas wt GTP bind: 98; Rac1 wt modul: 100; Bcl-B Bim block: 2; Bim-Bcl-2: -3; Bfl-1 Bim block: 1; Rab7 wt modul: 100

The list continues:
SMILES	Bim-Bcl-XL	Rab2 wt GTP	Rac1 act GTP bind	Bcl-W Bim block	Cdc42 wt	HRas wt GTP bind	Rac1 wt modul	Bcl-B Bim block	Bim-Bcl-2	Bfl-1 Bim block	Rab7 wt modul
C=CCc1cccc(C=Nc2cc(Br)ccc2O)c1O	-7	101	100	-3	103	102	105	-7	-1	6	96
COC(=O)c1c(SCc2ccc(C#N)cc2)nc(=O)[nH]c1C	-2	99	96	0	95	98	102	-2	-1	-4	100
Cc1ccc(S(=O)(=O)Nc2nc(C)cc(-n3nc(C)cc3C)n2)cc1	0	95	94	1	95	97	94	-6	-7	-9	93
O=C(Cc1cccs1)N1CCC(c2nc3c(nnn3Cc3ccccc3)c(=O)[nH]2)CC1	-2	99	96	1	97	100	100	-2	-7	-7	101
O=C(CCSc1ccccc1)Nc1nccs1	0	106	101	0	109	106	103	-4	-3	0	101
CCN(CC)CCN(C(=O)c1ccccc1OC)c1nc2ccc(F)cc2s1	-1	97	97	0	99	98	104	-2	0	-2	98
